eIF4E-4G inh: blocks eIF4E binding to eIF4G | AID 782 | P63073+Q04637 | TR-FRET eIF4E-eIF4GI(517-606) binding, 2 h | 220,000 compounds, 0.37% hits | inhibition, % at 21.7 µM;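 active means inhibition above about 30%, limit read from the data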;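 further: 0% = full FRET control wells and 100% = background wells lacking eIF4GI fragment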
TbHK1 inh: blocks Trypanosoma brucei hexokinase 1 activity. recombinant TbHK1, G6PDH-coupled NADH A340. inhibition, % at 10 µM. 220,000 compounds, 0.11% hits. AID 1430;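 active means inhibition of 50% or more in the single-dose primary screen; inactive means inhibition below 50%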
m-calpain inh: inhibitors of pig calpain II; 220,000 compounds, 0.37% hits; inhibition, % at 16 µM; purified calpain II, fluorogenic peptide substrate, 30 min;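 active means inhibition above about 50%, limit read from the data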
Hck-Nef inh: human Hck-Nef kinase inhibition; AID 463187; Recombinant Hck-YEEI plus Nef, Z-Lyte FRET kinase assay; 220,000 compounds, 0.68% hits; inhibition, % at 20 µM;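 active means Hck-Nef kinase inhibition above about 50%, limit read from the data; inactive means inhibition below that limit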;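 further: 0% = DMSO with Hck plus Nef and 100% = Hck alone without Nef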
Rad51 HR inh: blocks human Rad51 in homologous recombination; AID 1385; 200,000 compounds, 0.085% hits; hRad51 DNA strand exchange, fluorescence dequenching; Q06609; inhibition, % at 10 µM;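 active means inhibition above 40% at the single screening dose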;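 further: 0% = DMSO control wells and 100% = blanks with heterologous ssDNA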
Target sequence (Q06609 whole entry, looked up): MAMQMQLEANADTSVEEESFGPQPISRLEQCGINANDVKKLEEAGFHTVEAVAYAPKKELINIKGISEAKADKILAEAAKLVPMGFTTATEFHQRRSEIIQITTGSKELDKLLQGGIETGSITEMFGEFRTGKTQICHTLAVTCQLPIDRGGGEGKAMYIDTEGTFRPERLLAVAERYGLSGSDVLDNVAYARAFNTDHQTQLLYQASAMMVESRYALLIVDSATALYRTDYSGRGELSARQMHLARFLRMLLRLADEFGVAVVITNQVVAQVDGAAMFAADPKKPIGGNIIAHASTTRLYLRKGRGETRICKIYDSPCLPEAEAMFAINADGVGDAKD
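Assay system: Human Rad51 nucleoprotein filaments preassembled on unlabelled ssDNA | Reagent: Donor/quencher-labelled 47-bp dsDNA substrate | Doses: One concentration, 10 µM final | Times: 37 °C 15-min filament assembly, 30-min compound preincubation, 15-min exchange | Technique: Fluorescein emission 520 nm, excitation 485 nm | Benchmarks: Plate control and blank wells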
14-3-3 Bad inh: disrupts binding of bovine 14-3-3 zeta to phospho-Bad peptide; P63103; TR-FRET 14-3-3zeta/Dy647-pBad peptide displacement, 1 h; inhibition, % at 21.7 µM; 220,000 compounds, 0.71% hits;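 active means inhibition above about 70%, limit read from the data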;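 further: 0% = full 14-3-3 plus peptide FRET controls and 100% = background without 14-3-3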
Target sequence (P63103 whole entry, looked up): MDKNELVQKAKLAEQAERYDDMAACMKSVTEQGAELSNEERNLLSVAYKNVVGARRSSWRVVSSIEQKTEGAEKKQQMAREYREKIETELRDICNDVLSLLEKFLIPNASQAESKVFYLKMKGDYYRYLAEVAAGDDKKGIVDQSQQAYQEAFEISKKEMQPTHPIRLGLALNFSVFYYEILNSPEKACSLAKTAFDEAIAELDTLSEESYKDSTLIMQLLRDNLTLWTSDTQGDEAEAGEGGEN
zVAD death inh: blocks zVAD induced death of L929 cells; L929 zVAD necroptosis rescue, ATP luminescence, 24 h; with zVAD 60 µM; viability rescue, % at 10 µM; 220,000 compounds, 0.38% hits; AID 1377;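 active means activation, scaled between plate controls, above about 75%, limit read from the data; inactive means activation under that limit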;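 further: 0% = zVAD with DMSO and 100% = DMSO alone without zVAD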
EP2 mod: EP2 receptor (human) modulation; 260,000 compounds, 0.83% hits; induction, % at 25 µM; EP2-expressing cells, cAMP HTRF FRET, PGE2 co-stimulation; P43116;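 active means compounds whose cAMP rise, as percent of the full-agonist control response, exceeds 60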;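 further: rat C6 glioma line stably carrying human EP2 under a CMV promoter; the protocol text gives 20 µM as final concentration; 100% = response of wells given 1 µM PGE2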
Target sequence (P43116 whole entry, looked up): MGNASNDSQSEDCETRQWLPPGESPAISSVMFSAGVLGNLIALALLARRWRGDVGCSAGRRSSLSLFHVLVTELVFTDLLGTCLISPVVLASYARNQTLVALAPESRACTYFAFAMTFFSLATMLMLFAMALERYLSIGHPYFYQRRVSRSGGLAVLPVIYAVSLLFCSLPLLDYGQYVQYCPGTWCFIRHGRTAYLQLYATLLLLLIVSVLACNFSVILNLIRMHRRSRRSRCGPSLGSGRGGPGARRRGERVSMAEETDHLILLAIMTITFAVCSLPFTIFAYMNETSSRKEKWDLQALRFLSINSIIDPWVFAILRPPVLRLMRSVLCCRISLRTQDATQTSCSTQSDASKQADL
EP2 antag: EP2 receptor (human) inhibition | P43116 | C6 glioma cells expressing human EP2, cAMP TR-FRET; cells stimulated with saturating PGE2 | inhibition, % at 25 µM | 260,000 compounds, 0.52% hits | AID 1422;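 active means percent inhibition above 40 after rounding to a whole number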;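 further: rat C6 glioma host cells with rolipram phosphodiesterase inhibitor present; the protocol text gives 20 µM as final concentration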
* hit, by the source's call; · = not tested or not shown; & = joins results of further samples; [ ] = remark or other dose. Only part of the results is shown; count on the stated rates, not on these rows.

SMILES	eIF4E-4G inh	TbHK1 inh	m-calpain inh	Hck-Nef inh	Rad51 HR inh	14-3-3 Bad inh	zVAD death inh	EP2 mod	EP2 antag
COc1ccc(S(=O)(=O)Nc2ccc(O)c(Sc3ncn[nH]3)c2)cc1	-5	-4	15	-10	-4	-14	-0.6	18	-4
CCOc1cc(S(=O)(=O)Nc2cc(C)cc(C)c2)ccc1Cl	0	17	30	0	-8	14	0.7	-21	10
CCOC(=O)COc1ccc2nsnc2c1Cl	·	-11	·	5	3	·	1.0	·	25
CCc1ccc(CN/C=C/C(=O)c2ccc(Br)cc2)cc1	0	-17	23	0	1	3	0.3	20	6
COC(=O)c1cc2c(C)nn(-c3ccccc3)c2s1	-1	0	-66	0	-10	-1	-0.1	50	6
Cc1ccc(CN(c2ccc(C(=O)Nc3cccnc3)cc2)S(C)(=O)=O)cc1	13	-6	-18	0	1	-2	-0.1	-31	5
Cc1ccc2nc(SCC(=O)Nc3ccc(F)c([N+](=O)[O-])c3)[nH]c2c1	8	0	-3	1	11	7	1.4	-17	11
NNC(=O)c1ccc(COc2cccc3cccnc23)cc1	4	-4	-26	8	-100	-17	-0.5	-35	1
O=C(O)c1cccc(Cn2cccn2)c1	2	-1	6	3	·	-7[fluorescence artefact?]	0.7	7	·
Cc1ccc(CSCCNC(=O)c2ccc(N(C)S(=O)(=O)c3ccccc3)cc2)cc1	-22	14	36	-1	-2	-2	-0.3	-7	14
COc1ccc(/C(O)=C/C(=O)C(=O)Nc2c(C)n(C)n(-c3ccccc3)c2=O)cc1	-1	-33	31	1	4	22	-0.2	14	5
Cc1cc(C)nc(SCC(=O)c2c(N)n(C)c(=O)n(C)c2=O)n1	-3	-2	-18	-19	·	-30[fluorescence artefact?]	76*	27	·
CCOc1ccc(C2c3cc(OC)c(OC)cc3CC(=O)N2c2ccccc2)cc1 (stereo not given)	-2	-4	-15	0	-1	1	-0.1	27	3
Nc1nc2ccc(O)cc2s1	-2[fluorescence artefact?]	0	1	5	2	9	0.4	-15	7
CC12CCC(C(=O)N3CCOCC3)([C@H](Br)C1=O)C2(C)C (stereo not given in full)	0	-6	-28	16	13	1	0.6	16	8
c1ccc(CNc2ncnc3c2cnn3Cc2ccccc2)cc1	-5	1	10	15	-8	-6	-0.3	-54	32
COC(=O)c1ccc(-c2ccc(/C=N/NC(=O)Cc3nnc(N)s3)o2)cc1	3	-55	-122	21	-4	7	0.2	-40	6
Cc1ccc(NC(=S)NNC(=O)c2ccc(N3CCOCC3)c([N+](=O)[O-])c2)cc1C	4	-7	-30	4	0	-11	0.5	-15	12
CC1=Nc2ccccc2/C1=C\c1nc(-c2ccc(C(F)(F)F)cc2)oc1O	-6	-7	-29	1	5	23	-0.3	-49	3
Oc1ccc(/C=N/N2CCN(C3c4ccccc4-c4ccccc43)CC2)c(O)c1	2	8	24	15	-2	-11	-0.8	66*	6
CN1CCSc2ccc(C(=O)Nc3cc(F)ccc3F)cc21	3	-7	-94	-19	·	-7	1.4	-31	9
O=C(CSc1cccc[n+]1[O-])Nc1ccc(C(F)(F)F)cc1[N+](=O)[O-]	3	-7	37	18	12	-12	5.7	8	10
COc1cccc(CNC(=O)CCC2CCCN(C(=O)c3cccc4c(C)c(C)[nH]c34)C2)c1 (stereo not given)	3	-13	-36	2	·	0	0.4	-46	2
O=CN1CCN(C(=O)c2ccc([N+](=O)[O-])cc2)CC1	2	-2	-2	4	15	6	0.0	36	11
COc1ccccc1CNCc1ccc(OC)c(OC)c1OC	3[fluorescence artefact?]	6	-7	11	6	21[fluorescence artefact?]	-0.3	13	14
Cc1ccc(C)c2nc3sc(C(=O)O)cc3cc12	2	-18	-125	20	3	14	1.5	-31&-13	20&10
O=C(O)C1C2C=CC(C2)C1C(=O)Nc1cccc(C(=O)N2CCCCC2)c1 (stereo not given)	2[fluorescence artefact?]	-4	-6	0	0	-6[fluorescence artefact?]	-0.5	-12&4	10&6
CCCCS(=O)(=O)Nc1ccc2cn[nH]c2c1	0	-3	-13	21	7	-17	5.3	-4	1
CCSc1nc2c(c(=O)[nH]1)C(c1ccc(C)cc1)C1=C(CCCC1=O)N2 (stereo not given)	-2	2	-69	25	-4	0	-0.5	2	1
O=C(NNC(=O)c1cccs1)c1ccc(Cl)c([N+](=O)[O-])c1	-1	29	24	1	-8	13[fluorescence artefact?]	-0.7	7	14
COc1cc(CCCN2C(=S)NC[C@@H]2CCCCN)cc(OC)c1OC	3	-4	-15	-6	5	-7	-0.1	-13	22
CCOC(=O)c1cccnc1SCC(=O)N(CC)c1cccc(C)c1	8	-5	-9	1	1	-6	-0.9	41	9
CC(C)(C)NC(=O)CSc1nncn1NCc1ccccc1	6	0	17	0	-3	11[fluorescence artefact?]	2.5	14	11
CCOC(=O)c1ccc(N/C=C/C(=O)C(C)(C)C)cc1	2	-22	22	20	-20	-7	55	-34	6
CCNC(=S)NNC(=O)CC(C)C	2	0	-4	17	21	-11	11	-7	5
CN(C(=O)COC(=O)c1ccc(Cl)cc1N)C1CCCCC1	-2	7	-33	-24	1	7	0.6	-27	7
CC(C)NC(=O)C1CCN(C2CCN(C(=O)Cc3ccc4c(c3)OCO4)CC2)CC1	3	2	-1	-2	23	-11	0.2	18	4
CN(C)c1ccnc(Oc2ccc(C(C)(C)C)cc2)c1C#N	5	2	59*	-1	-8	4	-0.2	-24	8
Nc1cc(Cl)ccc1C(=O)OCC(=O)NC1CCS(=O)(=O)C1 (stereo not given)	2	-3	-361	-1	2	3	0.1	0	8
CC(C)CC1NC(=O)N(Cc2cc(=O)n3ccsc3n2)C1=O (stereo not given)	3	-5	-23	18	1	-3	17	11	9
O=C(CN(C1CCCCC1)S(=O)(=O)c1ccc(Br)cc1)NCc1cccnc1	2	-3	15	-3	·	0	0.3	8	5
O=C(O)CCCCn1c(SCc2cc(=O)n3cc(Cl)ccc3n2)nc2ccsc2c1=O	3[fluorescence artefact?]	-17	-43	-4	·	0[fluorescence artefact?]	·	30	7
C/C(=N\Nc1nc(C)cc(C)n1)c1ccc(C)o1	2	-49	15	11	10	-6	1.2	-30	9
CCN1CCn2c3c(c4cc(Cl)ccc42)CCCC31 (stereo not given)	-1	-8	17	2	-14	0	0.9	-2	10
CC1(C)CC(=O)C(N=Nc2ccc(-c3ccccc3)cc2)=C(O)C1	0	4	29	5	-13	9	-1.2	2	8
C1CN(c2nc3nonc3nc2N2C[C@H]3CC[C@H]2C3)CCS1	3	-20	32	26	-13	22	0.6	15	3
CCOC(=O)N1CCN(c2nc(-c3ccc(Cl)cc3)cs2)CC1	0[fluorescence artefact?]	3	-6	-1	3	6	3.5	20	6
CC(C(=O)Nc1ncccn1)(c1ccccc1)c1ccccc1	-7	-2	-18	12	9	-16	-0.5	13	12
CCOc1ccc(NCC2CCOC(C)(C)C2)cc1 (stereo not given)	-2	7	1	7	12	9	-0.1	31	14
COc1cccc(C(C)NC(=S)NCc2ccc(Cl)cc2)c1 (stereo not given)	1	4	7	-1	23	-21	-0.3	-31	8
CCC(C)CCCCNC1=NCCS1 (stereo not given)	3	-2	0	6	2	3	-0.4	-28	11
CCOC(=O)c1ccc[n+](CC(=O)Nc2ccccc2OC(F)F)c1	-2	-1	-19	4	4	8	0.6	-9	8
O=C(Nc1cc(=O)[nH]c2nc(-c3ccc(Cl)cc3)nn12)c1ccccc1	2	0	37	21	-4	14	-0.2	-1	5
O=C(CN1C(=O)c2ccccc2C1=O)NCC1CCCO1 (stereo not given)	2[fluorescence artefact?]	2	10	1	-2	-1	0.9	22	8
Cc1cc(=O)[nH]c2c3ccccc3nn12	1	-8	-186	-3	4	-2	0.5	-1	7
Cc1cc(NC(=O)CSc2nc(-c3ccc(F)cc3)cs2)no1	·	-5	1	-1	-3	·	0.6	-12	14
COCCNC(=O)/C(C#N)=C/C=C/c1ccccc1[N+](=O)[O-]	0	-37	-1	13	1	-3	71	-24	12
Cc1ccc(/C=C/C(=O)Nc2nn[nH]n2)o1	3	-10	24	35	-20	-3	·	9	7
COc1ccc(CCN2C(=S)NC3CC2(C)Oc2ccc([N+](=O)[O-])cc23)cc1OC (stereo not given)	6	0	-105	3	1	-7	1.4	-24	7
Cc1noc(N)c1C1(O)C(=O)Nc2c(Cl)cc(Cl)cc21 (stereo not given)	6	-1	11	8	-55	1	1.1	-25	5

More entries.
SMILES	eIF4E-4G inh	TbHK1 inh	m-calpain inh	Hck-Nef inh	Rad51 HR inh	14-3-3 Bad inh	zVAD death inh	EP2 mod	EP2 antag
COCCNS(=O)(=O)c1cccn1-c1ncc(C(F)(F)F)cc1Cl	2	3	12	0	-6	-2	0.7	-20	9
COc1ccc(CCNS(=O)(=O)c2ccc3c(c2)OCCO3)cc1OC	-6	3	16	2	5	-8	-0.4	-28	10
O=[N+]([O-])c1c(Nc2ccccc2O)cc(N2CCOCC2)c2nonc12	0	-32	0	29	13	-4	0.3	15	3
O=S(=O)(Nc1nc2ccccc2nc1-[n+]1ccccc1)c1ccc(Cl)cc1	3	28	7	1	-13	-3[fluorescence artefact?]	1.0	14	9
CC(C)CC(=O)c1c[nH]c(C(=O)NCc2cccs2)c1	-1	2	-25	-19	5	-8	-0.8	-11	17
CC1(C)Oc2ccc3ccc(=O)oc3c2/C(=C/Nc2ccccn2)C1=O	5	4	3	-7	3	-10	-0.8	13	7
CCc1nc(SCc2ccc(C(=O)OC)o2)n[nH]1	-3	6	21	3	·	1	-0.6	-2	6
Cn1c(=O)c2c(nc(CN3CCN(c4ccc(F)cc4)CC3)n2CCN2CCOCC2)n(C)c1=O	-3	-10	-11	-6	10	2	0.3	8	1
Cc1ccc([N+](=O)[O-])cc1NC(=O)CCc1ccccc1	1	3	2	1	·	-16	-0.1	2	3
COC(=O)c1nc(C(=O)OC)c(C(=O)OC)nc1C(=O)OC	0	19	3	5	·	5[fluorescence artefact?]	-0.3	3	9
Nc1nc(SCC(=O)c2cccc([N+](=O)[O-])c2)n[nH]1	2	-3	5	1	·	-3	·	-19	6
CS(=O)(=O)N(CC(=O)Nc1ccccc1C(=O)NCc1ccco1)c1ccccc1F	0	2	-28	2	-2	-4	-0.3	-9	0
Cc1cnc(NC(=O)CSc2nnc(-c3ccccc3)n2Cc2ccccc2)s1	-1	3	-1	4	-3	6[fluorescence artefact?]	-0.1	14	10
O=C(Nc1ccc(CCC(=O)N2CCCC2)cc1)c1ncn[nH]1	-6	1	0	3	-16	-9	0.2	-3	8
Cc1cc(C)c2c(CN3CCOCC3)cc(=O)oc2c1	0	-9	-10	15	5	9	0.4	14	9
